Source: PubChem
NSD2 inh – inhibitors of human NSD2, primary screen, biochemical, plate reader, single point. AID 624260, 2012. Histone-lysine N-methyltransferase NSD2 (Homo sapiens), O96028. NSD2-SET H3K36me1 DELFIA fluorescence. inhibition, % at 12.5 µM. 44,000 tested, 0.07% active; in the data active = inhibition above about 54%, passing the limit was not always enough;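 also: inhibitors reduce the monomethyl H3K36 fluorescence signal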
Target sequence (O96028 whole entry, looked up): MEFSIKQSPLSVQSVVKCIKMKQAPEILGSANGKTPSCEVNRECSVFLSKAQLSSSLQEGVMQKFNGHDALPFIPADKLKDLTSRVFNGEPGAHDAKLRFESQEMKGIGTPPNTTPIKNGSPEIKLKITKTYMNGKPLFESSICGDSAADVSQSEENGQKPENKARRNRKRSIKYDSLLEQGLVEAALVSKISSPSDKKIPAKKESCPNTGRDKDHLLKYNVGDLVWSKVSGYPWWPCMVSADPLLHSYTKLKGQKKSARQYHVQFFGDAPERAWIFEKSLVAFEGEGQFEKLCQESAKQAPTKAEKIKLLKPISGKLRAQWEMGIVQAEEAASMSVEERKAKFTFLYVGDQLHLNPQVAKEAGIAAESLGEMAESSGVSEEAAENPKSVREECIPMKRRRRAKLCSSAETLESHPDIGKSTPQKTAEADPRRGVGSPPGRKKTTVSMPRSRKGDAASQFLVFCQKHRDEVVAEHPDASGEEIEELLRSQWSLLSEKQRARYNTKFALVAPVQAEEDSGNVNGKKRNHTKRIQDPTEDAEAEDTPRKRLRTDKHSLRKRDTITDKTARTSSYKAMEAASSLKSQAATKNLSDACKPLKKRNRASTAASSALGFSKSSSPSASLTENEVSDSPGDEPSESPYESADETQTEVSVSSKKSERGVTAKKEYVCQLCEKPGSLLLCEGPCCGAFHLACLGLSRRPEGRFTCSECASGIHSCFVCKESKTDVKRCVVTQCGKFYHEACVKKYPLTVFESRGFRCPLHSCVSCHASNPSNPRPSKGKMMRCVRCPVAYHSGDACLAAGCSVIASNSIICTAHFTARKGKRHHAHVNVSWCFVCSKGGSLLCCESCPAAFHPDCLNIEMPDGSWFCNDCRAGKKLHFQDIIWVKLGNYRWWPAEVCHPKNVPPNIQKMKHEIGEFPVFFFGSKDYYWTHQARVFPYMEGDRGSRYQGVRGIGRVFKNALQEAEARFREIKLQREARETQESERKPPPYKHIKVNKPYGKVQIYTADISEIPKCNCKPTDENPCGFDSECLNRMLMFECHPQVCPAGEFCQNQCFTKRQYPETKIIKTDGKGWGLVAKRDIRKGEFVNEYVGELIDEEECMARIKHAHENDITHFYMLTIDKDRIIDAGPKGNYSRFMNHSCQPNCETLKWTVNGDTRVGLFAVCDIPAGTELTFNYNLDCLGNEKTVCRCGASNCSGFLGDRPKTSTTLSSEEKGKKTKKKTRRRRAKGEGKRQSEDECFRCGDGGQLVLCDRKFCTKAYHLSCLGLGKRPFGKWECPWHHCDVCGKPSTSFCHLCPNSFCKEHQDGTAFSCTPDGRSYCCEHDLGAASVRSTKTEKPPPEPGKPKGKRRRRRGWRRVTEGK
Active calls of the source: *.

How did COc1ccc(C#Cc2ccc3c(c2)[C@]2(C(=O)N3)[C@H](c3ccccc3OCCO)N3[C@H](c4ccccc4)[C@H](c4ccccc4)OC(=O)[C@H]3[C@@H]2C(=O)O)cc1 do in these assays?
NSD2 inh: 19.6

Results for Cc1cc(C(=O)Nc2cccc3c2O[C@H](CN(C)S(C)(=O)=O)[C@@H](C)CN([C@H](C)CO)C3=O)n(C)n1 ?
NSD2 inh: 7.4

What do the screens show for `C#Cc1ccc([C@H]2C=C(C(=O)O)O[C@@H](OCC)[C@@H]2CCCO)cc1`?
NSD2 inh: 10.5

Results for COCC(=O)Nc1ccc2c(c1)[C@@H]1C[C@@H](CC(=O)N3CCCCC3)O[C@@H](CO)[C@@H]1O2 ?
NSD2 inh: 6.7

How did C=CCOc1ccccc1OCC(O)CNC(C)C (configuration not stated) do in these assays?
NSD2 inh: -4.7

What do the screens show for `Cc1ccc(S(=O)(=O)N(C)C[C@@H]2Oc3c(NC(=O)CCCCCC(=O)Nc4ccccc4N)cccc3C(=O)N([C@H](C)CO)C[C@H]2C)cc1`?
NSD2 inh: 2.8

Results for C[C@H]1CN([C@@H](C)CO)C(=O)c2cc(NC(=O)NC3CCCCC3)ccc2O[C@@H]1CN(C)Cc1ccc(C(F)(F)F)cc1 ?
NSD2 inh: -5.0

What do the screens show for `O=C(O)CCCCCCC(=O)N/N=C/c1ccc(C(F)(F)F)cc1`?
NSD2 inh: -2.1

How did Cc1cccc(C)c1NC(=O)C(C)N (configuration not stated) do in these assays?
NSD2 inh: 2.0

How did COc1ccc(S(=O)(=O)N(C)C[C@@H]2OCCCC[C@@H](C)Oc3ccc(NS(=O)(=O)c4ccc(C)cc4)cc3C(=O)N([C@@H](C)CO)C[C@@H]2C)cc1 do in these assays?
NSD2 inh: -0.3

How did CCO[C@@H]1OC(C(=O)O)=C[C@H](c2cn(C(C)=O)c3ccccc23)[C@H]1CCCO do in these assays?
NSD2 inh: -1.5

What do the screens show for `CC(C)C#Cc1cnc2c(c1)C(=O)N([C@H](C)CO)C[C@H](C)[C@H](CN(C)C(=O)c1cnccn1)O2`?
NSD2 inh: -6.2

Results for CC(C)NC(=O)Nc1ccc2c(c1)C(=O)N([C@@H](C)CO)C[C@H](C)[C@@H](CN(C)C)O2 ?
NSD2 inh: -0.1

Results for COCC(=O)N(C)C[C@H]1Oc2cc(-c3ccc(F)cc3)ccc2S(=O)(=O)N([C@H](C)CO)C[C@H]1C ?
NSD2 inh: -0.9

How did C[C@@H]1CN([C@@H](C)CO)C(=O)c2cc(-c3ccccc3)cnc2O[C@@H]1CN(C)C(=O)c1ccccn1 do in these assays?
NSD2 inh: -4.9

Results for Cc1noc(C)c1NC(=O)N(C)C[C@H]1OCCCC[C@@H](C)Oc2ccc(NC(=O)c3ccncc3)cc2C(=O)N([C@@H](C)CO)C[C@@H]1C ?
NSD2 inh: 11.9

Results for CN1CCN(C(=O)C[C@H]2C[C@H]3c4cc(NC(=O)C5CCC5)ccc4O[C@H]3[C@@H](CO)O2)CC1 ?
NSD2 inh: -6.4

How did C/C=C1\C(O[C@@H]2O[C@H](CO[C@@H]3O[C@H](CO)[C@@H](O)[C@H](O)[C@H]3O)[C@@H](O)[C@H](O)[C@H]2O)OC=C(C(=O)OC)C1CC(=O)OCCc1ccc(O)cc1 (some centres not stated) do in these assays?
NSD2 inh: 5.0

What do the screens show for `CCC(=O)N(C)C[C@@H]1Oc2cc(C3=CCCCC3)ccc2S(=O)(=O)N([C@@H](C)CO)C[C@H]1C`?
NSD2 inh: 5.2

How did C[C@@H]1CCCCO[C@@H](CN(C)C(=O)Nc2cccc3ccccc23)[C@H](C)CN([C@@H](C)CO)C(=O)c2cc(NC(=O)Nc3cccc4ccccc34)ccc2O1 do in these assays?
NSD2 inh: -1.2

What do the screens show for `C[C@@H]1CN([C@H](C)CO)C(=O)c2cc(NC(=O)Cn3cnnn3)ccc2O[C@@H]1CN(C)Cc1ccc(C(F)(F)F)cc1`?
NSD2 inh: -4.8

What do the screens show for `CCCN(CCC)Cc1c(C(=O)O)nnn1-c1nonc1N`?
NSD2 inh: 2.8

Results for Cc1ccc(OC(=O)N(C)C[C@@H]2OCc3cn(nn3)CCCC(=O)N([C@@H](C)CO)C[C@@H]2C)cc1 ?
NSD2 inh: 1.2

How did C[C@@H]1CN([C@@H](C)CO)C(=O)c2cc(C3=CCCC3)cnc2O[C@@H]1CN(C)C(=O)c1ccccc1 do in these assays?
NSD2 inh: -2.5

What do the screens show for `C[C@H]1CN([C@@H](C)CO)C(=O)c2cc(NC(=O)CCN3CCOCC3)ccc2O[C@H]1CN(C)S(=O)(=O)c1cn(C)cn1`?
NSD2 inh: 1.3

How did C[C@H]1CN([C@@H](C)CO)S(=O)(=O)c2ccc(-c3cccc(F)c3)cc2O[C@@H]1CN(C)C(=O)c1cccc(F)c1 do in these assays?
NSD2 inh: 2.7

What do the screens show for `C[C@@H]1CN([C@H](C)CO)C(=O)c2cc(NS(=O)(=O)c3cccs3)ccc2O[C@H]1CN(C)C(=O)NC1CCCCC1`?
NSD2 inh: 0.4

Results for C[C@@H]1CN([C@H](C)CO)S(=O)(=O)c2ccc(-c3cccnc3)cc2O[C@H]1CN(C)CC1CC1 ?
NSD2 inh: -0.3

How did C[C@@H]1CCCCO[C@@H](CN(C)S(=O)(=O)c2ccccc2)[C@@H](C)CN([C@@H](C)CO)C(=O)c2cc(NC(=O)Cc3ccccc3)ccc2O1 do in these assays?
NSD2 inh: -3.7

What do the screens show for `O=C(C[C@H]1CC[C@H](NS(=O)(=O)c2ccc(F)cc2)[C@H](CO)O1)NCc1ccc(Cl)c(Cl)c1`?
NSD2 inh: 23.8

Results for C[C@@H]1CN([C@H](C)CO)C(=O)CCCn2cc(nn2)CO[C@H]1CN(C)C(=O)CCCN(C)C ?
NSD2 inh: 0.6

How did C[C@@H]1CN([C@H](C)CO)C(=O)Cc2cc(NC(=O)CCCCCC(=O)Nc3ccccc3N)ccc2O[C@@H]1CN(C)Cc1ccccc1 do in these assays?
NSD2 inh: -2.6

How did C[C@H](CO)N1C[C@H](C)[C@H](CN(C)S(C)(=O)=O)Oc2c(NC(=O)CCCCCC(=O)Nc3ccccc3N)cccc2C1=O do in these assays?
NSD2 inh: 4.4

Results for C[C@H]1CN([C@@H](C)CO)C(=O)CCCn2nncc2CO[C@@H]1CN(C)S(=O)(=O)c1ccc2ccccc2c1 ?
NSD2 inh: 3.7

What do the screens show for `C[C@H]1CN([C@@H](C)CO)C(=O)c2cc(NC(=O)Nc3ccc4c(c3)OCO4)ccc2O[C@@H]1CN(C)S(=O)(=O)c1cccs1`?
NSD2 inh: 0.7

Results for C[C@H](CO)N1C[C@H](C)[C@@H](CN(C)C(=O)C2CCC2)Oc2ncc(-c3cccnc3)cc2C1=O ?
NSD2 inh: 2.5

What do the screens show for `COCC(=O)Nc1ccc2c(c1)[C@@H]1C[C@H](CC(=O)N3CCCCC3)O[C@@H](CO)[C@@H]1O2`?
NSD2 inh: 2.8

How did O=C(C[C@@H]1CC[C@H](NS(=O)(=O)c2ccccc2)[C@H](CO)O1)NCCN1CCCCC1 do in these assays?
NSD2 inh: 1.5

What do the screens show for `C[C@H]1CN([C@@H](C)CO)C(=O)c2ccccc2-c2ccccc2CO[C@@H]1CN(C)C(=O)[C@H](Cc1ccccc1)N(C)C`?
NSD2 inh: 3.9

How did Cc1ccc(-c2ccc3c(c2)O[C@H](CN(C)Cc2cccnc2)[C@@H](C)CN([C@H](C)CO)S3(=O)=O)cc1 do in these assays?
NSD2 inh: 2.8

Results for Cc1noc(C)c1S(=O)(=O)Nc1ccc2c(c1)CC(=O)N([C@H](C)CO)C[C@@H](C)[C@@H](CN(C)CC1CCCCC1)O2 ?
NSD2 inh: 1.3

Results for Cc1ccc(-c2cnc3c(c2)C(=O)N([C@H](C)CO)C[C@@H](C)[C@H](CN(C)C(=O)Cc2cccnc2)O3)cc1 ?
NSD2 inh: -3.5

Results for CCOC(=O)c1c(C)sc2c(C)c(C)[nH]c12 ?
NSD2 inh: 8.1

What do the screens show for `C[C@@H]1CCCCO[C@H](CN(C)CC2CCCCC2)[C@H](C)CN([C@H](C)CO)C(=O)c2cc(NC(=O)Nc3ccc4c(c3)OCO4)ccc2O1`?
NSD2 inh: 2.9

How did C[C@H](CO)N1C[C@H](C)[C@H](CN(C)Cc2cccnc2)Oc2cc(C3=CCCCC3)ccc2S1(=O)=O do in these assays?
NSD2 inh: 4.7

Results for Cc1ccccc1-c1cnc2c(c1)C(=O)N([C@@H](C)CO)C[C@H](C)[C@@H](CN(C)C(=O)c1ccccc1)O2 ?
NSD2 inh: -8.4

How did C[C@@H]1CCCCO[C@H](CN(C)C(=O)NC2CCCCC2)[C@@H](C)CN([C@H](C)CO)C(=O)c2cc(NS(=O)(=O)c3cn(C)cn3)ccc2O1 do in these assays?
NSD2 inh: 1.7

How did Cc1noc(C)c1S(=O)(=O)N(C)C[C@H]1Oc2ccc(NC(=O)Cc3cn(C)c4ccccc34)cc2CC(=O)N([C@H](C)CO)C[C@H]1C do in these assays?
NSD2 inh: 0.8

What do the screens show for `C[C@@H]1CN([C@H](C)CO)C(=O)c2cc(NS(=O)(=O)c3cn(C)cn3)ccc2O[C@H]1CN(C)Cc1ccncc1`?
NSD2 inh: 1.9

Results for COc1ccc(NC(=O)Nc2ccc3c(c2)C(=O)N([C@H](C)CO)C[C@H](C)[C@@H](CN(C)S(=O)(=O)c2cccs2)OCCCC[C@H](C)O3)cc1 ?
NSD2 inh: 10.0

How did C[C@H]1CN([C@@H](C)CO)C(=O)c2cc(NC(=O)Nc3ccccc3)ccc2O[C@@H]1CN(C)C do in these assays?
NSD2 inh: 2.4

What do the screens show for `CNC[C@H]1OCCCC[C@@H](C)Oc2ccc(NC(=O)c3ccncc3)cc2C(=O)N([C@@H](C)CO)C[C@@H]1C`?
NSD2 inh: 1.8

Results for COc1ccc(NC(=O)Nc2ccc3c(c2)C(=O)N([C@H](C)CO)C[C@@H](C)[C@@H](CN(C)Cc2ccc(-c4ccccc4)cc2)O3)cc1 ?
NSD2 inh: 3.4

What do the screens show for `CCC(=O)N(C)C[C@@H]1Oc2cc(-c3ccccc3)ccc2S(=O)(=O)N([C@H](C)CO)C[C@H]1C`?
NSD2 inh: -5.0

How did C[C@H]1CN([C@@H](C)CO)C(=O)c2cc(NS(=O)(=O)c3cn(C)cn3)ccc2O[C@@H]1CN(C)Cc1ccc2c(c1)OCO2 do in these assays?
NSD2 inh: -0.5

Results for COc1ccc(S(=O)(=O)N[C@@H]2CCCN(Cc3cccc(OCCO)c3)C2)cc1 ?
NSD2 inh: 3.8

What do the screens show for `C[C@@H]1CN([C@@H](C)CO)C(=O)c2cccc(NS(C)(=O)=O)c2O[C@@H]1CN(C)Cc1ccc(C(=O)O)cc1`?
NSD2 inh: -5.1

Results for C[C@@H]1CN([C@H](C)CO)C(=O)c2cc(NC(=O)Cc3cn(C)c4ccccc34)ccc2O[C@H]1CN(C)S(=O)(=O)c1cccs1 ?
NSD2 inh: 2.3

What do the screens show for `O=C(CCCCCC(=O)N/N=C/c1ccc2ccccc2n1)NO`?
NSD2 inh: -1.1

What do the screens show for `C[C@H](CO)N1C[C@H](C)[C@H](CN(C)Cc2ccccc2)Oc2cc(Br)ccc2S1(=O)=O`?
NSD2 inh: -0.1

Results for Cc1noc(C)c1NC(=O)N(C)C[C@H]1Oc2c(NS(=O)(=O)c3c(C)noc3C)cccc2C(=O)N([C@H](C)CO)C[C@H]1C ?
NSD2 inh: -0.2

What do the screens show for `C[C@@H]1CN([C@H](C)CO)C(=O)c2cc(NS(=O)(=O)c3ccc(F)cc3)ccc2O[C@@H](C)CCCCO[C@@H]1CN(C)C(=O)C1CCCCC1`?
NSD2 inh: -2.3

Results for C[C@@H]1CN([C@@H](C)CO)C(=O)Cc2cc(NC(=O)Cn3cnnn3)ccc2O[C@H]1CN(C)C(=O)Nc1cccc2ccccc12 ?
NSD2 inh: -11.8

Results for C[C@H](CO)N1C[C@H](C)[C@H](CN(C)S(=O)(=O)c2cccs2)Oc2ccc(NC(=O)Nc3ccc4c(c3)OCO4)cc2C1=O ?
NSD2 inh: -10.0

What do the screens show for `C[C@@H]1CN([C@@H](C)CO)C(=O)c2cc(N(C)C)ccc2O[C@@H](C)CCCCO[C@@H]1CN(C)Cc1ccc(C(=O)O)cc1`?
NSD2 inh: 5.3

How did Cc1noc(C)c1NC(=O)N(C)C[C@@H]1Oc2ccc(NC(=O)CCC(F)(F)F)cc2C(=O)N([C@H](C)CO)C[C@@H]1C do in these assays?
NSD2 inh: -0.9

Results for Cc1noc(C)c1S(=O)(=O)N(C)C[C@@H]1OCc2ccccc2-c2c(n(C)c3ccccc23)C(=O)N([C@H](C)CO)C[C@H]1C ?
NSD2 inh: -6.1

What do the screens show for `COc1ccc(/C=N/NC(=O)c2cccc(C(=O)NO)c2)c(OC)c1`?
NSD2 inh: 1.1

Of the compounds above, eight contain fluorine.
Results for C[C@H]1CN([C@@H](C)CO)C(=O)c2cc(NC(=O)NC3CCCCC3)ccc2O[C@@H]1CN(C)Cc1ccc(C(F)(F)F)cc1 ?
NSD2 inh: -5.0

What do the screens show for `O=C(O)CCCCCCC(=O)N/N=C/c1ccc(C(F)(F)F)cc1`?
NSD2 inh: -2.1

Results for COCC(=O)N(C)C[C@H]1Oc2cc(-c3ccc(F)cc3)ccc2S(=O)(=O)N([C@H](C)CO)C[C@H]1C ?
NSD2 inh: -0.9

What do the screens show for `C[C@@H]1CN([C@H](C)CO)C(=O)c2cc(NC(=O)Cn3cnnn3)ccc2O[C@@H]1CN(C)Cc1ccc(C(F)(F)F)cc1`?
NSD2 inh: -4.8

How did C[C@H]1CN([C@@H](C)CO)S(=O)(=O)c2ccc(-c3cccc(F)c3)cc2O[C@@H]1CN(C)C(=O)c1cccc(F)c1 do in these assays?
NSD2 inh: 2.7

What do the screens show for `O=C(C[C@H]1CC[C@H](NS(=O)(=O)c2ccc(F)cc2)[C@H](CO)O1)NCc1ccc(Cl)c(Cl)c1`?
NSD2 inh: 23.8

What do the screens show for `C[C@@H]1CN([C@H](C)CO)C(=O)c2cc(NS(=O)(=O)c3ccc(F)cc3)ccc2O[C@@H](C)CCCCO[C@@H]1CN(C)C(=O)C1CCCCC1`?
NSD2 inh: -2.3

How did Cc1noc(C)c1NC(=O)N(C)C[C@@H]1Oc2ccc(NC(=O)CCC(F)(F)F)cc2C(=O)N([C@H](C)CO)C[C@@H]1C do in these assays?
NSD2 inh: -0.9

Not all compounds are listed; rates above refer to the full screens.
